# LmPK inh: inhibitors of Leishmania mexicana pyruvate kinase; Q27686; purified LmPK, Kinase-Glo ATP luminescence, 1 h; Potency, µM (doses to about 57.5 µM), for the others: top-dose activity change, negative = inhibition, most hits filed as inhibitors; actives 0.37% (n = 290,000); AID 1721; note: potency is the fitted concentration of half-maximal effect
# Target sequence (Q27686 whole entry, looked up): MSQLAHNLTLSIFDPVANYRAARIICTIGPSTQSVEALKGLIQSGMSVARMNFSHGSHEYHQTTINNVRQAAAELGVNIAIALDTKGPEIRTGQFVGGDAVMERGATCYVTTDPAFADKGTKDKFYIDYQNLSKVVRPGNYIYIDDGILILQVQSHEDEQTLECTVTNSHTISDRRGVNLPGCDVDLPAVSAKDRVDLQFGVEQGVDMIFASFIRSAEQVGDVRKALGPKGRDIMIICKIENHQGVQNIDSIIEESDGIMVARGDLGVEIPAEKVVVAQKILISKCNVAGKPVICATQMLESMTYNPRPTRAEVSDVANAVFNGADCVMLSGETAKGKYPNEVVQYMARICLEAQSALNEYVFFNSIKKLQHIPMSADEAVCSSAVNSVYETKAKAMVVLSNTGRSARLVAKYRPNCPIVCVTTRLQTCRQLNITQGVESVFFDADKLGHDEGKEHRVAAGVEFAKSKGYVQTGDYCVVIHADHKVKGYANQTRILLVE
#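 ATP generated from ADP (0.1 mM) and PEP (0.5 mM) by 0.1 nM LmPK over 1 h at room temperature (pH 7.2 imidazole buffer) was detected by coupled luciferase luminescence. Values were normalized to uninhibited and no-enzyme wells.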
# HCMV antiviral: human cytomegalovirus inhibition | AID 1259415 | HFF cells, HCMV-luciferase reporter, 72 h; active compounds read low | actives 4.5% (n = 410,000) | activity change, negative = inhibition, % at 57.5 µM; in the data active = activity change below about -60%; inconclusive = no clear call, values can overlap the other calls; inactive = above about -39%
#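 Two compound doses tested in HFFs infected with HCMV-luciferase, MOI 1 PFU/cell, 72 h at 37C. Lysate luminescence read with OneGlo; data normalized against buffer-only and 10uM Salinomycin inhibitor controls.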
# AMA1 RON2 block: AMA1-RON2 (P. falciparum) interaction inhibition. actives 0.2% (n = 360,000). AlphaScreen AMA1-biotinylated RON2 peptide binding. Potency, µM (series often up to 58.2 µM), without a hit: top-dose activity change, negative = inhibition, most hits filed as inhibitors;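 note: potency is the fitted concentration of half-maximal effect; 0% = vehicle wells and -100% = peptide control; nearly all actives have a fitted effect of over 45% in size; some results filed as inactive show a strong effect at the top dose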
#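 AMA1 (3D7) with his tag at 25 nM final met compounds first, then biotinylated RON2 peptide at 25 nM; detection used donor plus acceptor beads, 10 µg/mL apiece, read by AlphaScreen after 30 min at room temperature.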
# TbPYK inhibitor: blocks Trypanosoma brucei pyruvate kinase | actives 0.12% (n = 410,000) | TbPYK enzyme, Kinase-Glo Plus ATP luminescence, 45 min | Potency, µM (top dose mostly 76.8 µM), for the others: at the top dose activity, negative = inhibition, hits mostly inhibitors | AID 624173; note: potency is the fitted concentration of half-maximal effect; nearly all actives have a fitted effect of over 50% in size
#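 Glycolytic pyruvate kinase of T. brucei was incubated with substrate, test compound and 130 uM ADP for 45 minutes at room temperature. Luminescent Kinase-Glo Plus signal was measured after 10 minutes.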
# AmpC inh no detg: blocks E. coli AmpC beta-lactamase in detergent-free assay; P00811; AmpC nitrocefin hydrolysis, absorbance 480 nm, 0.0001% Triton; Potency, µM (series often up to 57.1 µM), for inactives: at the highest dose activity change, negative = inhibition, most hits filed as inhibitors; actives 0.52% (n = 330,000); AID 485341;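 note: potency is the fitted concentration of half-maximal effect; plate controls were no compound for no effect and no enzyme for full effect; nearly all actives have a fitted effect of over 20% in size; some results filed as inactive show a strong effect at the top dose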
# Target sequence (P00811 whole entry, looked up): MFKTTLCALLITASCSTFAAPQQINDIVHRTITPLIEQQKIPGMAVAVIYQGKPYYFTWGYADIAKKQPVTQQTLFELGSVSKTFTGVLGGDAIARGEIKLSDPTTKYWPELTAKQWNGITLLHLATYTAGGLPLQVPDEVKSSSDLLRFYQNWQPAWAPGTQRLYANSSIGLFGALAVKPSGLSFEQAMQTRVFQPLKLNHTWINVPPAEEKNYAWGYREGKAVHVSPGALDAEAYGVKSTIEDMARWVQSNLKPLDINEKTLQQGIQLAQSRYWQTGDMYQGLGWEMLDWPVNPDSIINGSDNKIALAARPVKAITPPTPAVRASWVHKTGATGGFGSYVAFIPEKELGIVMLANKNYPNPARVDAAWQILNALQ
#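 AmpC (5.3 nM in the dispensed reagent) in 20 mM phosphate pH 7.0 with 0.01% (detergent screen) or 0.0001% Triton X-100 was preincubated with compounds for 15 min at room temperature. Nitrocefin was then added from an 800 uM solution, and hydrolysis was followed at 480 nm.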
# HCV inhibitor: blocks hepatitis C virus. Huh7.5.1 HCVcc-Cre infection, luciferase reporter, 44 h. Potency, µM (series often up to 41.8 µM), without a hit: top-dose activity change, negative = inhibition, actives largely listed as inhibitors. actives 3.4% (n = 340,000); note: potency is the fitted concentration of half-maximal effect
#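 1,000 cells/well; 4 h culture; + compound; + HCVcc-Cre (~0.5 moi); 44 h; luciferase substrate, RT 15 min; read 15 sec.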
# AmpC inh detg: AmpC beta-lactamase inhibition with detergent present; P00811; AmpC hydrolysis of nitrocefin, absorbance 480 nm, 0.01% Triton; Potency, µM (top dose mostly 114 µM), for the others: at the highest dose activity change, negative = inhibition, most hits filed as inhibitors; actives 0.041% (n = 370,000);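 note: potency is the fitted concentration of half-maximal effect; 0% = no-compound wells and -100% = no-enzyme wells; nearly all actives have a fitted effect of over 25% in size; some results filed as inactive show a strong effect at the top dose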
#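 AmpC (5.3 nM in the dispensed reagent) in 20 mM phosphate pH 7.0 with 0.01% (detergent screen) or 0.0001% Triton X-100 was preincubated with compounds for 15 min at room temperature. Nitrocefin was then added from an 800 uM solution, and hydrolysis was followed at 480 nm.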
# * = called active by the depositor; ? = inconclusive; . = no result given; [ ] = remark or other dose. Unless noted, calls come from the whole dose curve; as a rule, active = well fitted curve in the direction sought with a large enough effect; inconclusive = small, poorly fitted or top-dose-only effect, or another doubt; inactive = no such curve, though single readings can be large; an effect the other way counts as inactive or inconclusive. Unless noted, % is set by controls: 0 for no effect and ±100 for the full control effect.
SMILES,LmPK inh,HCMV antiviral,AMA1 RON2 block,TbPYK inhibitor,AmpC inh no detg,HCV inhibitor,AmpC inh detg
Nc1nc(SCC(=O)Nc2ccccc2Sc2ccccc2)n[nH]1,-0.1%,10.4,-1.7%,0.0%,-25.0%,-7.1%,-8.7%
Cc1cc(C)c(NC(=O)CSc2nnc(-c3ccco3)n2N)c(C)c1,3.7%,11.8,-6.4%,9.4%,-14.9%,13.4%,?
Cn1c(SCc2ccccc2)nc2c1c(=O)[nH]c(=O)n2C,3.6%,-22.5,0.0%,-1.6%,1.8%,15.2%,-4.2%
O=C(COC(=O)/C=C/c1ccc(F)cc1)NCC1CCCO1 (stereo not drawn),.,-8.3,-4.6%,-6.1%,-21.7%,12.0%,.
O=C(CCCn1cnc([N+](=O)[O-])n1)Nc1cccc(Cl)c1Cl,3.8%,6.4,0.8%,-2.2%,-10.0%,-5.2%,?
CCOC(=O)CC1(NC(=O)C2CCC(=O)N(Cc3ccccc3OC)C2)CCCCC1 (stereo not drawn),0.1%,23.6,-6.2%,-6.3%,106.0%[activator],.,5.4%
COc1cccc(/C=C/C(=O)Nc2ccc3c(c2)OCCO3)c1OC,-24.0%,197.2,-25.8%,2.3%,-26.0%[11.4 µM],?,?
c1csc(C(c2nnnn2C2CCCCC2)N2CCCC3(CCCCC3)C2)c1 (stereo not drawn),-0.6%,?,-1.8%,2.8%,-14.1%,24.7%,-5.1%
COc1ccc(N2C(=O)CC(c3cc(OC)c(OC)c(OC)c3)CC2=O)cc1,2.6%,-14.8,4.1%,-1.5%,-6.0%,?,5.2%
Cc1c(NC(=O)CSc2ccc3c(c2)OCCO3)c(=O)n(-c2ccccc2)n1C,-5.5%,-9.7,20.6%,?,-15.9%,10.6%,-16.6%

# Single records, from the list above.
# O=C(CCCn1cnc([N+](=O)[O-])n1)Nc1cccc(Cl)c1Cl reads LmPK inh: 3.8%; HCMV antiviral: 6.4; AMA1 RON2 block: 0.8%; TbPYK inhibitor: -2.2%; AmpC inh no detg: -10.0%; HCV inhibitor: -5.2%; AmpC inh detg: ?
# COc1ccc(N2C(=O)CC(c3cc(OC)c(OC)c(OC)c3)CC2=O)cc1 reads LmPK inh: 2.6%; HCMV antiviral: -14.8; AMA1 RON2 block: 4.1%; TbPYK inhibitor: -1.5%; AmpC inh no detg: -6.0%; HCV inhibitor: ?; AmpC inh detg: 5.2%

# Following part.
SMILES,LmPK inh,HCMV antiviral,AMA1 RON2 block,TbPYK inhibitor,AmpC inh no detg,HCV inhibitor,AmpC inh detg
CCc1ccc(S(=O)(=O)c2nnn3c2nc(NCc2ccccc2OC)c2cc(Cl)ccc23)cc1,.,?,.,-3.8%,.,.,17.5%
CCOC(=O)C1CCN(S(=O)(=O)c2cc(F)ccc2OC)CC1,0.3%,10.9,-0.5%,-2.8%,-6.1%[2.29 µM],14.1%,-0.8%
CSCCC(NC(=O)c1ccccc1)C(=O)Nc1ccc(C)cc1 (stereo not drawn),5.8%,?,45.9%[activator],2.5%,-10.5%,-3.8%,-0.2%
NC(=O)[C@@H]1CCCN1C(=O)c1ccc2nc(Cc3cccc(Cl)c3)oc2c1,-6.5%,-34.7,5.2%,5.9%,9.0%,-2.0%,1.3%
Cc1ccc(-n2nc(C)c(C3C(C#N)=C(N)Oc4c3c(=O)oc3ccccc43)c2Cl)cc1 (stereo not drawn),3.2%,.,.,.,2.0%,-12.6%,-7.8%
COc1cc(NC(=S)NN2CCN(C)CC2)cc(OC)c1OC,-3.1%,13.4,-10.7%,-3.1%,-21.4%,15.1%,-4.9%
Cc1ccc(N/N=C(\C#N)C(=N)N2CCOCC2)cc1,-1.0%,-1.7,-11.8%,3.8%,-16.0%,19.8%,-0.3%
CCn1c(N2CCN(CC(=O)c3c(C)n(C)c4ccccc34)CC2)nc2c1c(=O)[nH]c(=O)n2C,9.3%,-8.0,10.1%,-4.6%,95.7%[activator],-22.5%,-9.0%
CCCCCC(=O)Nc1cccc(C2=NOC3(C2)C[C@@H](C(N)=O)N(C(=O)c2cc([N+](=O)[O-])cc([N+](=O)[O-])c2)C3)c1 (stereo partly drawn),-1.6%,16.5,-6.1%,-4.0%,125.1%[activator],-14.3%,-4.5%
CCC1CCCCN1S(=O)(=O)c1ccccc1[N+](=O)[O-] (stereo not drawn),7.8%,-38.1,3.8%,-0.3%,-17.3%,?,5.7%

# Arranged by molar mass (largest number first): three of the compounds above
SMILES,LmPK inh,HCMV antiviral,AMA1 RON2 block,TbPYK inhibitor,AmpC inh no detg,HCV inhibitor,AmpC inh detg
CCCCCC(=O)Nc1cccc(C2=NOC3(C2)C[C@@H](C(N)=O)N(C(=O)c2cc([N+](=O)[O-])cc([N+](=O)[O-])c2)C3)c1 (stereo partly drawn),-1.6%,16.5,-6.1%,-4.0%,125.1%[activator],-14.3%,-4.5%
CCc1ccc(S(=O)(=O)c2nnn3c2nc(NCc2ccccc2OC)c2cc(Cl)ccc23)cc1,.,?,.,-3.8%,.,.,17.5%
CCOC(=O)C1CCN(S(=O)(=O)c2cc(F)ccc2OC)CC1,0.3%,10.9,-0.5%,-2.8%,-6.1%[2.29 µM],14.1%,-0.8%

# Remaining list, next part:
SMILES,LmPK inh,HCMV antiviral,AMA1 RON2 block,TbPYK inhibitor,AmpC inh no detg,HCV inhibitor,AmpC inh detg
CCCCn1c(SCC2CCCCO2)nc2cc(S(N)(=O)=O)ccc21 (stereo not drawn),1.1%,-29.4,15.6%,-1.8%,4.5%,-19.2%,?
N#CC1=C(SCc2ccccc2Cl)NC(=O)C(C(N)=O)C1 (stereo not drawn),7.2%,17.0,-3.2%,-5.9%,-19.4%,1.0%,-10.4%
Cc1cc(Sc2nnc(N)s2)c2ccccc2n1,-4.5%,-108.2*,-3.7%,-1.7%,-25.9%,?,9.5%
Cc1c(OCC(=O)N(C)c2ccccc2)ccc2c3c(c(=O)oc12)CCC3,-2.7%,-11.5,-8.5%,7.0%,46.6%,-29.2%,1.2%
CCCCS(=O)(=O)N1CCCC(C(=O)NCCc2ccccc2)C1 (stereo not drawn),0.4%,-6.4,5.3%,7.6%,5.5%,6.3%,-8.3%
Cc1ccc(OC(=O)c2cncc(Br)c2)c(C)c1,-3.5%,-34.4,8.2%,2.9%,-20.0%,5.7%,-10.9%
CCOc1ccc(Cn2c(C)nc([N+](=O)[O-])c2SCC(O)CCl)cc1[N+](=O)[O-] (stereo not drawn),0.4%,-19.1,1.5%,-4.2%,22.5%,5.5%,-1.1%
C[C@@H](NC(=O)/C(C#N)=C/c1ccc(O)c(O)c1)c1ccccc1,.,-98.2*,18.1%,-12.4%,-38.5%,?,?
COc1cccc(NC(=O)Cn2cnc3c(nc4n3CCCCC4)c2=O)c1,.,-0.3,.,0.3%,.,.,2.1%
N#Cc1cc2ccccc2nc1SCC(=O)NC1CC1,-6.3%,-16.3,-22.2%,10.3%,-23.3%,-0.3%,3.9%
COc1ccc(C2=CC(c3c(C)nn(-c4ccccc4)c3Cl)n3nnnc3N2)cc1OC (stereo not drawn),0.5%,?,-8.6%,-7.1%,3.1%,11.2µM*,-12.8%
CCn1c(/C(C#N)=C(\O)CCc2ccccc2)nc2ccccc21,-7.3%,?,32.6%[activator],-2.1%,-22.5%,11.2%,1.2%
CSC(=S)NCc1cccnc1,9.7%,-81.9*,10.5%,0.6%,-10.8%,?,3.5%
O=C(CN1c2ccccc2Sc2ccccc21)NNC(=S)Nc1ccc(Cl)cc1Cl,1.9%,-21.0,20.0%,1.4%,15.8µM*,-17.8%,-8.1%
O=[N+]([O-])c1ccc(/C=N/NC(=S)Nc2ccccc2C(F)(F)F)o1,0.9%,11.9,44.6%[activator],-15.0%,-41.4%,16.6%,0.1%
NC(=O)CSc1nnc(-c2ccc(S(=O)(=O)N3CCCC3)cc2)n1Cc1ccco1,3.7%,9.8,-2.4%,-11.1%,25.0%,19.3%,-10.9%
Nc1nc(Nc2ccc(Cl)cc2)nc(NCc2ccco2)c1[N+](=O)[O-],-0.3%,49.3,-19.5%,2.2%,-51.2%,?,-0.8%
CCCS(=O)(=O)NC(=O)C1(C)CCCN(C(=O)Cc2ccc3ccccc3c2)C1 (stereo not drawn),.,-5.5,5.5%,-5.8%,.,.,.
C[C@H](CO)N1C[C@H](C)[C@@H](CN(C)C(=O)Nc2ccc3c(c2)OCO3)Oc2c(NC(=O)C3CCCCC3)cccc2C1=O,.,-9.1,-2.4%,-2.1%,119.2%[activator],14.8%,.
CCc1ccccc1NC(=O)C1=CC(c2ccc3c(c2)OCO3)=NS(=O)(=O)N1C,.,-2.3,.,2.7%,.,.,21.1%
COC(=O)c1c(C)[nH]c(C(=O)OC(C)C(=O)NC2CCCCC2C)c1C (stereo not drawn),.,-13.3,0.0%,-10.0%,.,.,.
COc1ccccc1NC(=O)Nc1c(C)nn(C)c1C,-2.8%,18.8,3.2%,-4.1%,-13.7%,2.0%,5.7%
O=[N+]([O-])c1ccc(-c2csc(COc3ccccc3)n2)cc1,.,21.6,-8.9%,1.4%,.,.,.
COc1ccc2[nH]c3nc(SCc4nnc(-c5ccccc5)o4)nnc3c2c1,-2.2%,-94.3*,-16.6%,-10.2%,-26.5%,?,-2.4%
CC(C)(C)c1ccc(C(=O)NN2C(=O)CSC2=S)cc1,-9.1%,-24.9,96.9%[activator],-5.7%,-45.8%,12.3%,11.2%
CCOC(=O)C(C)c1ccc2cc(OC)ccc2c1 (stereo not drawn),-4.1%,-32.3,26.9%,0.7%,-10.3%,32.4%[activator],-5.2%
CC(C)CN(C(=O)CCCc1nc2ccccc2c(=O)[nH]1)c1c(N)n(Cc2ccccc2)c(=O)[nH]c1=O,.,-9.0,2.9%,0.1%,-19.3%,0.8%,-6.9%
CC1(C(=O)NCc2cccnc2)CCN1C(=O)c1cccc(F)c1 (stereo not drawn),.,-10.6,-4.1%,4.3%,.,.,.
Cc1noc(C)c1NC(=O)Nc1ccc2c(c1)C(=O)N([C@H](C)CO)C[C@H](C)[C@@H](CN(C)C(=O)Nc1c(C)noc1C)O2,.,1.6,-0.5%,-9.4%,-3.2%,16.9%,.
COc1cc(C(=S)N2CCOCC2)ccc1OC(=O)c1ccc(Br)cc1,0.3%,-14.2,-12.2%,-3.7%,119.5%[activator],14.9%,-2.5%
Cc1cc(C(=O)COC(=O)CNS(=O)(=O)c2ccc3ccccc3c2)c(C)n1-c1ccccc1,0.2%,15.9,-6.7%,-7.5%,-15.8%,6.6%,?
COc1ccc(CCC(C)NCC(C)c2ccccc2)cc1 (stereo not drawn),-1.4%,-13.1,1.5%,-0.2%,20.7%,-24.5%,0.6%
COc1cccc(OC)c1OCCCOc1c(OC)cccc1OC,-0.2%,9.5,2.0%,-1.9%,13.4%,-10.0%,-20.0%

# Rows are unselected; about 7.5% have a hit in one of these screens.
